Screens deposited in PubChem by Fisher Drug Discovery Resource Center.
mcGAS lum – cyclic GMP-AMP synthase inhibitors, mouse, primary biochemical chemiluminescence; actives 0.15% (n = 160,000); inhibition, % at 12.5 µM; recombinant cGAS, Kinase-Glo ATP depletion luminescence;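 note: 0% = negative control wells and 100% = reference inhibitor with no enzyme activity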
hcGAS lum – Primary biochemical luminescence assay for human cyclic GMP-AMP synthase inhibitors. Q8N884. recombinant h-cGAS, ATP depletion, Kinase-Glo luminescence. inhibition, % at 12.5 µM. actives 0.081% (n = 290,000). AID 1259398, 2018;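 note: 0% = vehicle reaction and 100% = reaction without DNA for no activity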
Target sequence (Q8N884 whole entry, looked up): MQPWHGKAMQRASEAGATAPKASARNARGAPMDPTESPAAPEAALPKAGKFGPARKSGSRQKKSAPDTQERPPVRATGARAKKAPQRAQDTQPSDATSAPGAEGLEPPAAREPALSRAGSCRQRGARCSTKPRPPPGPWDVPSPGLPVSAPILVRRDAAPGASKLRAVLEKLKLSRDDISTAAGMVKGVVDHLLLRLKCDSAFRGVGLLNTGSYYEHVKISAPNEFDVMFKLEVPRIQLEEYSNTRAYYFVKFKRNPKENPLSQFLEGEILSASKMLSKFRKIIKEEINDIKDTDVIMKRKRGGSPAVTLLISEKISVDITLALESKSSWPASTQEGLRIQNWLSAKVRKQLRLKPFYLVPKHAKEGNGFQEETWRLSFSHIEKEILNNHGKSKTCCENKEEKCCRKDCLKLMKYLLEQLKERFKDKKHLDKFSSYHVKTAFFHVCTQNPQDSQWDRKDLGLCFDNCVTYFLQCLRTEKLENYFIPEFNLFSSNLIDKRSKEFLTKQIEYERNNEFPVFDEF
NPYLR7 ag – agonists of mosquito NPYLR7 receptor, primary screen, cell-based, Aedes aegypti, calcium fluorescence, mosquito biting behavior; HEK293T NPYLR7/Galpha15, GCaMP6s calcium fluorescence; Aedes aegypti neuropeptide Y-like receptor 7 (NPYLR7); activation, % at 10 µM; actives 0.15% (n = 270,000); in the data active = activation above about 40%;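 note: 0% = vehicle and 100% = reference agonist at the receptor; some compounds past the cut are filed as inactive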
* hit, by the source's call; x = not tested or not shown. Cut-off read from the data, not from the text of the source, unless noted: active = inhibition above about 40%; inactive = the rest. Hits appear at their usual frequency, and some 0.29% of all compounds hit somewhere here.

SMILES | mcGAS lum | hcGAS lum | NPYLR7 ag
CSc1nc(C(=O)N(C)CC2CCN(CCc3cccc(F)c3)CC2)cs1 | -3 | -1 | 11
CC(CCc1ccco1)NC1CCC2(CCNCC2)CC1 (stereo not drawn) | -2 | -2 | 15
CN1CC2(CCCN(Cc3cn[nH]c3-c3ccc(F)cc3)CC2)OC1=O (stereo not drawn) | x | -6 | 8
CCC(C)NC(=O)N1CC(n2cc(C(=O)NCC3CC3)nn2)C1 (stereo not drawn) | -6 | -14 | x
CCCCCn1c(N2CCC(C)CC2)nc2c1c(=O)[nH]c(=O)n2C | -9 | -7 | x
O=C(NCCN1C(=O)SC(=Cc2ccccc2)C1=O)c1ccco1 | -2 | -6 | -1
O=S(=O)(c1cc(F)cc(F)c1)N1CCN(C2c3ccccc3CCc3ccccc32)CC1 | -6 | -4 | 3
COc1cc(NCC(=O)NC(=O)NC(C)C)c(OC)cc1Cl | x | -2 | 11
CC(NC(=O)COc1ccccc1)c1ccc2ccccc2c1 (stereo not drawn) | -7 | -2 | 2
CCOC(=O)c1ccc(OC(C)C)c(Br)c1 | x | 3 | 1
Cc1[nH]nc(N)c1-c1ccccc1F | x | -7 | 6
COc1ccc(N(CC(=O)NN=C2CCCCCCC2)S(=O)(=O)c2ccccc2)cc1Cl | x | -1 | -10
COc1ccc(CNC(=O)c2ccc(-c3ccc(F)c(F)c3)s2)c(OC)c1 | -7 | -8 | 1
O=C1CCC([N+](=O)[O-])C(c2ccc(OCc3ccccc3)cc2)N1 (stereo not drawn) | x | -6 | -15
CCCC1=NN(C(=O)c2ccccc2Cl)C(O)(C(F)(F)F)C1 (stereo not drawn) | x | -1 | 6
CC(=NNC(=O)CSc1nnc(SCc2ccccc2)s1)c1ccc([N+](=O)[O-])cc1 | -6 | -8 | -3
O=C(C1CCN(S(=O)(=O)c2ccccc2F)CC1)N1CCCc2ccccc21 | -5 | -3 | -7
CCCn1cc(CN2CCN(c3cccc(C(C)C)n3)CC2)c(C)n1 | 3 | 2 | 2
COCc1cc(C)nc(N/N=C\c2ccccc2[N+](=O)[O-])c1C#N | -4 | -5 | -4
CCC(c1nc2ccccc2c(=O)n1CC)N1CCNC(C)C1 (stereo not drawn) | x | -6 | 7
Cc1ccc(C2=NOC(C(=O)NC(C)C(=O)NC3CC3)C2)cc1 (stereo not drawn) | -9 | -3 | x
CCN(c1ccc(F)cc1)S(=O)(=O)c1ccc2[nH]c(=O)[nH]c2c1 | -17 | -5 | -3
O=C(CSc1ccc(-c2ccc(-n3cccn3)cc2)nn1)Nc1ccc(F)cc1 | -7 | -6 | 15
COc1cccc(S(=O)(=O)N2CCN(C(c3ccccc3)c3ccc(Cl)cc3)CC2)c1 (stereo not drawn) | -8 | -5 | 20
O=C(COc1ccccc1O)N1CCOC(CC2CCCCC2)C1 (stereo not drawn) | -16 | -11 | 5
COc1cc(OC)cc(C(=O)N2CCN(C(C(=O)NCCc3ccccn3)C3CCCC3)CC2)c1 (stereo not drawn) | -7 | -6 | -4
CC(c1nc2ccccc2c(=O)[nH]1)N1CCN(C(=O)c2ccccc2)CC1 (stereo not drawn) | x | 0 | 3
Cc1ccccc1SCC(=O)N1CCNCC1C(=O)N1CCOCC1 (stereo not drawn) | -7 | -3 | 5
Cc1oc(C2CCN(C(=O)NC3CCCCC3)CC2)nc1C(=O)N1CCSCC1 | -4 | -7 | x
NC1CCC(Oc2ccc(Cl)cc2Br)CC1 (stereo not drawn) | x | -12 | 9
O[C@@H](c1ccccc1)[C@@H]1N(CC2CC2)C2CCC1(O)CC2 | -7 | -4 | 3
CC(C)CCc1noc(CN(C)Cc2nc3ccc(F)cc3[nH]2)n1 | -11 | -6 | 5
O=C(NC1CC(=O)N(C2CC2)C1)c1sccc1C1CC1 (stereo not drawn) | -7 | -7 | 12
O=c1scc(C(F)(F)F)n1CN1CCC(CN2CCOCC2)CC1 | -11 | -4 | -9
Cc1nc(C(C)C)cc(N(C)Cc2cc(-c3ccncc3)no2)n1 | x | -3 | -2
C#CCN(C(=O)c1nc(C(C)C)ncc1Cl)C1CCCC1 | x | -9 | 9
Cc1cc(C)c([C@@H]2C[C@H]3CN(C4CCCC4)C(=O)[C@]34CCCN24)c(-n2cccn2)c1 | 1 | 3 | -17
CN(C)CCCOc1ccc(-c2nnc3ccc(-c4cccc(CO)c4)cn23)cc1 | -1 | 4 | -9
CCn1c(=O)c2ccccc2n(CC(=O)N(C)CCOc2ccccc2C)c1=O | x | 4 | 0
CCCCOc1ncccc1CNC(=O)c1cc(S(C)(=O)=O)ccc1C | x | -1 | 4
COC(=O)CSc1ccc2nnc(CCNS(=O)(=O)c3ccc(C)cc3)n2n1 | -7 | 0 | -6
Cc1nn2c(NCCN3CCOCC3)cc(-c3ccccc3)nc2c1-c1ccccc1 | -7 | -14 | 4
CCOC(=O)c1ccc(NCc2ccc3c(c2)CCCN3C)nc1 | x | 0 | 1
CN(C)CCCN(C(=O)CN1C(=O)c2ccccc2C1=O)c1nc2cc3c(cc2s1)OCCO3 | -7 | -4 | 0
Cc1ccc(F)cc1CC(=O)NCc1csc(-c2cnccn2)n1 | -10 | -4 | 6

21 structures already listed, sorted by SMILES length, high to low.
SMILES | mcGAS lum | hcGAS lum | NPYLR7 ag
Cc1cc(C)c([C@@H]2C[C@H]3CN(C4CCCC4)C(=O)[C@]34CCCN24)c(-n2cccn2)c1 | 1 | 3 | -17
CN(C)CCCN(C(=O)CN1C(=O)c2ccccc2C1=O)c1nc2cc3c(cc2s1)OCCO3 | -7 | -4 | 0
CC(=NNC(=O)CSc1nnc(SCc2ccccc2)s1)c1ccc([N+](=O)[O-])cc1 | -6 | -8 | -3
COc1ccc(N(CC(=O)NN=C2CCCCCCC2)S(=O)(=O)c2ccccc2)cc1Cl | x | -1 | -10
CN(C)CCCOc1ccc(-c2nnc3ccc(-c4cccc(CO)c4)cn23)cc1 | -1 | 4 | -9
O=C(C1CCN(S(=O)(=O)c2ccccc2F)CC1)N1CCCc2ccccc21 | -5 | -3 | -7
CCn1c(=O)c2ccccc2n(CC(=O)N(C)CCOc2ccccc2C)c1=O | x | 4 | 0
O[C@@H](c1ccccc1)[C@@H]1N(CC2CC2)C2CCC1(O)CC2 | -7 | -4 | 3
CSc1nc(C(=O)N(C)CC2CCN(CCc3cccc(F)c3)CC2)cs1 | -3 | -1 | 11
CCCCCn1c(N2CCC(C)CC2)nc2c1c(=O)[nH]c(=O)n2C | -9 | -7 | x
Cc1ccc(C2=NOC(C(=O)NC(C)C(=O)NC3CC3)C2)cc1 (stereo not drawn) | -9 | -3 | x
CCCCOc1ncccc1CNC(=O)c1cc(S(C)(=O)=O)ccc1C | x | -1 | 4
O=C(NCCN1C(=O)SC(=Cc2ccccc2)C1=O)c1ccco1 | -2 | -6 | -1
O=c1scc(C(F)(F)F)n1CN1CCC(CN2CCOCC2)CC1 | -11 | -4 | -9
Cc1ccccc1SCC(=O)N1CCNCC1C(=O)N1CCOCC1 (stereo not drawn) | -7 | -3 | 5
CCC(c1nc2ccccc2c(=O)n1CC)N1CCNC(C)C1 (stereo not drawn) | x | -6 | 7
O=C(COc1ccccc1O)N1CCOC(CC2CCCCC2)C1 (stereo not drawn) | -16 | -11 | 5
CC(NC(=O)COc1ccccc1)c1ccc2ccccc2c1 (stereo not drawn) | -7 | -2 | 2
CC(CCc1ccco1)NC1CCC2(CCNCC2)CC1 (stereo not drawn) | -2 | -2 | 15
CCOC(=O)c1ccc(OC(C)C)c(Br)c1 | x | 3 | 1
NC1CCC(Oc2ccc(Cl)cc2Br)CC1 (stereo not drawn) | x | -12 | 9

An excerpt from above in order of count of non-hydrogen atoms, highest first.
SMILES | mcGAS lum | hcGAS lum | NPYLR7 ag
CN(C)CCCOc1ccc(-c2nnc3ccc(-c4cccc(CO)c4)cn23)cc1 | -1 | 4 | -9
O=C(CSc1ccc(-c2ccc(-n3cccn3)cc2)nn1)Nc1ccc(F)cc1 | -7 | -6 | 15
CC(c1nc2ccccc2c(=O)[nH]1)N1CCN(C(=O)c2ccccc2)CC1 (stereo not drawn) | x | 0 | 3
CCCCOc1ncccc1CNC(=O)c1cc(S(C)(=O)=O)ccc1C | x | -1 | 4

Further records follow:
SMILES | mcGAS lum | hcGAS lum | NPYLR7 ag
COc1ccccc1Nc1nc(N)nc(CCl)n1 | 4 | -3 | -5
COc1ccccc1/C=C/C1=NC(=C\c2ccc(OC)c(OC)c2OC)/C(=O)O1 | x | -4 | -2
CCCCC1C(=O)N(C)CCN1C(=O)c1ccc(=O)[nH]c1 (stereo not drawn) | x | -7 | 8
COc1cccc(C(=O)N2CCC3(CC2)C(=O)N(CC(=O)NCc2cccc(C(F)(F)F)c2)CN3c2ccccc2)c1 | -7 | -8 | x
Cc1nn(Cc2cccnc2)c(=O)c2c1cnn2-c1ccccc1 | x | -8 | 6
COc1ccc(C2CC(=O)c3c(C)nn(-c4nc(C)cc(C)n4)c3C2)cc1 (stereo not drawn) | x | -7 | 0
CC1CCCN(Cc2nc3c(c(=O)n(C)c(=O)n3C)n2Cc2ccc(Cl)cc2Cl)C1 (stereo not drawn) | -10 | -7 | 3
CCOc1ccc(C=C2SC(=O)N(CCNC(=O)c3ccc4c(c3)OCO4)C2=O)cc1OC | x | -6 | 4
COc1ccc(CCN(Cc2ccc(C)s2)C(=O)CN(C2CCCCC2)S(=O)(=O)c2ccc3ccccc3c2)cc1OC | -4 | 0 | 23
CC(=O)CSc1nnc2n1CCCN2 | x | -7 | -5
O=C(NC1CC1)c1nn(-c2ccc(F)cc2)c(=O)n(Cc2ccc(F)cc2)c1=O | -5 | -6 | 15
CN(C(=O)c1ccco1)C(Cc1ccc(F)cc1F)C1CCN(Cc2ccc3c(c2)CCO3)CC1 (stereo not drawn) | -12 | -8 | 20
C=CCn1c(SCC(=O)N2CCCC2)nc2c([nH]c3ccccc32)c1=O | -6 | 2 | 12
Fc1ccc(CN(C/C=C/c2ccco2)Cc2ccncc2)cc1 | -8 | -3 | 8
COCCNc1nc2cc(C(=O)N3C[C@@H]4[C@H](C3)[C@H]3CC[C@@H]4O3)ccc2n1C | -14 | -10 | x
O=C(Nn1cnc2c(cnn2-c2ccccc2)c1=O)c1ccco1 | x | -7 | -1
O=C(CC1C(=O)NCCN1Cc1ccccc1C(F)(F)F)NCCn1cccn1 (stereo not drawn) | x | 0 | -3
N[C@@H](Cc1cnc[nH]1)C(=O)Nc1cnc2n1CCCC2 | x | -9 | 1
COc1ccc(S(=O)(=O)Nc2cc(O)cc(F)c2)c(C)c1 | x | 6 | -26
Cc1ccccc1-n1nnc(C(=O)Nc2ccccc2)c1N | 0 | 2 | 4
CCOC(=O)CCC(=O)N(CC(=O)c1c(C)c(C(=O)OC)n(CC)c1C)CC1CCCO1 (stereo not drawn) | -6 | -8 | -6
O=C(Cn1nc(-c2ccco2)oc1=O)Nc1ccccc1-c1ccccc1 | -19 | -12 | 3
c1nc(Nc2ccc3c(c2)OCCO3)c2c3c(sc2n1)CCCC3 | -4 | -8 | 6
COCCCNC(=O)CCc1cc2c(n1-c1ccc(F)cc1Cl)-c1ccccc1CO2 | -13 | -11 | 0
O=C(NCC1Cc2cc(Oc3ccccc3)ccc2O1)c1cccs1 (stereo not drawn) | -5 | -8 | 7
Cc1cccnc1CN1CCN(Cc2cn[nH]c2C(=O)O)CC1 | x | -6 | -7
O=C1Nc2ccccc2C12NN=C(c1ccccc1O)S2 (stereo not drawn) | 5 | 4 | -1
CC1COC(NC(=O)c2ccccc2)C(NC(=O)c2ccccc2)O1 (stereo not drawn) | -6 | -7 | 0
COC(=O)C1=C(C)OC(=N)C(C#N)C1c1cccc(OC)c1 (stereo not drawn) | 0 | -2 | -9
COc1cc(=O)oc(-c2ccccc2)c1C(C)=O | x | -7 | -5
CCCNC(=O)C(C)S(=O)(=O)Cc1cc(-c2ccccc2)on1 (stereo not drawn) | x | 5 | -2
Cc1ccc(-c2cc(C(=O)Nc3ccncc3)c3ccccc3n2)o1 | -2 | 0 | -7
O=C(CSc1ccc(F)cc1)NNC(=O)c1cccc(S(=O)(=O)N2CCCC2)c1 | x | 0 | -8
CCN(CC)S(=O)(=O)c1ccc(C(=O)Oc2coc(CSc3nc(C)cs3)cc2=O)cc1 | -5 | -8 | 18
O=S(=O)(c1ccc2c(c1)OCCO2)N1CCCC1c1ccc2c(c1)OCCCO2 (stereo not drawn) | x | -5 | 3
O=C(Nc1ccccc1)c1ccc(NCc2nccs2)nn1 | x | 4 | 6
CC1CN(C(=O)Cc2ccc3c(c2)OCCO3)C(=NCCc2ccccc2)S1 (stereo not drawn) | x | -3 | 2
COC(=O)C1=NNC(C(=O)OC)=C2COCOCC12 (stereo not drawn) | x | -8 | 27
Cn1c(=O)[nH]c(=O)c2c1nc(NCCc1ccccc1)n2Cc1ccccc1Cl | x | -8 | 0
